Screens: PubChem, Broad Institute
C diff HTS – blocks growth of Clostridium difficile; Clostridium difficile clinical isolate growth, OD600, 24 h; hits give low values; growth activity, negative = inhibition, % at 16 µg/mL (by protocol); 0.25% of 86,000 active;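 active = mean growth activity at or below -80% and every replicate also at or below -80%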;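 also: 0% = DMSO wells and -100% = levofloxacin 16 µg/mL wells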
Pf Dd2 growth – P. falciparum Dd2 growth inhibition; SYBR Green, 72 h; hits give low values; activity change, % at 10 µM; 2.3% of 94,000 active; AID 1159554; in the data active = activity change below about -80%
KDM4C inh – inhibitors of human demethylase GASC-1 KDM4C; GST-KDM4C 2-372, H3K9me3 peptide, LANCE TR-FRET; AID 720574; 0.15% of 96,000 active; Q9H3R0; inhibition, % at 12.5 µM;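 active = mean replicate inhibition above about 25%, with at least 55% of replicates also reaching it, limit read from the data, passing the limit was not always enough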
Target sequence (Q9H3R0 2-372 limits assumed): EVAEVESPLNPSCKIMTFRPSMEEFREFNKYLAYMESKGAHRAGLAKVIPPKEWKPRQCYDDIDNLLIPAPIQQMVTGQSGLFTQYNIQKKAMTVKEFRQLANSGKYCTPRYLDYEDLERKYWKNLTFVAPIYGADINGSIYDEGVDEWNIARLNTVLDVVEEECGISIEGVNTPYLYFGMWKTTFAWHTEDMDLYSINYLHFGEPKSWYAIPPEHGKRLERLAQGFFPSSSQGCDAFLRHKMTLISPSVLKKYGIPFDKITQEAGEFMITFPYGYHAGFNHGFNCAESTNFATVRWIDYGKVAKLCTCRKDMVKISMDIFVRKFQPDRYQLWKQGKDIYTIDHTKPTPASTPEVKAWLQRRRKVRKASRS
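Material: N-terminal GST-fused human GASC-1 (KDM4C) fragment, residues 2-372. Input: 10 nM enzyme. Incubation: enzyme reaction 30 min, then detection 60 min, both room temperature. Doses: one test concentration per compound. Read-out basis: inhibition from TR-FRET ratio decrease. Detection: LANCE TR-FRET, excitation 340 nm, emissions 618 and 671 nm.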
T cruzi growth – blocks T. cruzi growth in NIH3T3 culture; T. cruzi beta-gal in NIH3T3, GalScreen luminescence, 90 h; inhibition, % at 8.34 µM; 5.9% of 77,000 active;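 active = mean inhibition above about 93%, with at least 55% of replicates each passing it, limit read from the data, passing the limit was not always enough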
* hit, by the source's call; & = joins results of further samples.

How did C[C@H](CO)N1C[C@H](C)[C@H](CN(C)CC2CC2)Oc2ccc(NC(=O)CCN3CCOCC3)cc2C1=O do in these assays?
C diff HTS: -3; Pf Dd2 growth: 25; KDM4C inh: 2.0; T cruzi growth: 35

What do the screens show for `CCCN1[C@H](C(=O)NCC)[C@@H](CO)[C@@H]2Cn3c(ccc(-c4ccc(C(=O)N(C)C)cc4)c3=O)[C@@H]21`?
C diff HTS: -2; Pf Dd2 growth: 14; KDM4C inh: 6.4; T cruzi growth: -6

What do the screens show for `CO[C@@H]1CN(C)C(=O)c2ccc(NC(=O)C3CCC3)cc2OC[C@H](C)N(Cc2nccs2)C[C@@H]1C`?
KDM4C inh: 0.2; T cruzi growth: 7

How did O=S(=O)(c1ccccc1)N1CCCCN2[C@@H](CO)[C@@H](c3ccc(-c4ccccc4)cc3)[C@@H]2C1 do in these assays?
C diff HTS: 15; Pf Dd2 growth: -44; KDM4C inh: 1.1; T cruzi growth: 81

What do the screens show for `C[C@H]1CN([C@@H](C)CO)C(=O)c2cccc(NC(=O)C3CCOCC3)c2O[C@H]1CN(C)Cc1ccc(Oc2ccccc2)cc1`?
C diff HTS: -1; Pf Dd2 growth: -1; KDM4C inh: -0.5; T cruzi growth: 85

What do the screens show for `Cc1noc(C)c1S(=O)(=O)Nc1ccc2c(c1)C(=O)N([C@@H](C)CO)C[C@H](C)[C@@H](CN(C)S(=O)(=O)c1cn(C)cn1)OCCCC[C@H](C)O2`?
C diff HTS: 0; Pf Dd2 growth: 3; KDM4C inh: -0.7; T cruzi growth: -11

What do the screens show for `O=C(c1ccc2c(c1)OCO2)N1C[C@@H]2[C@H](c3ccccc31)[C@H](CO)N2C(=O)CC1CC1`?
C diff HTS: -3; Pf Dd2 growth: 17; KDM4C inh: 5.6; T cruzi growth: -17

Results for O=C(C[C@@H]1C[C@@H]2c3cc(NS(=O)(=O)c4ccc(F)cc4)ccc3O[C@@H]2[C@@H](CO)O1)NCc1ccncc1 ?
C diff HTS: 0; Pf Dd2 growth: 0; KDM4C inh: -1.3; T cruzi growth: -24

What do the screens show for `C[C@H]1CCCCO[C@H](CN(C)C(=O)CCC(F)(F)F)[C@@H](C)CN([C@@H](C)CO)C(=O)c2cc(NS(C)(=O)=O)ccc2O1`?
C diff HTS: 0; Pf Dd2 growth: 15; KDM4C inh: -1.1; T cruzi growth: 30

What do the screens show for `COc1ccc(NC(=O)Nc2ccc3c(c2)C(=O)N([C@H](C)CO)C[C@H](C)[C@H](CN(C)C(=O)Cc2ccccc2)OCCCC[C@@H](C)O3)cc1`?
C diff HTS: 12; Pf Dd2 growth: -22; KDM4C inh: -1.1; T cruzi growth: 34

Results for CCOC(=O)CCCCCC(=O)Nc1ccc2c(c1)C(=O)N([C@@H](C)CO)C[C@H](C)[C@H](CN(C)C(=O)Nc1ccc(C(F)(F)F)cc1)OCCCC[C@H](C)O2 ?
C diff HTS: 1; Pf Dd2 growth: -45; KDM4C inh: 2.2

Results for C[C@@H]1CN([C@H](C)CO)C(=O)c2cc(C#CCN(C)C)cnc2O[C@H]1CN(C)C(=O)c1cnccn1 ?
C diff HTS: -1; Pf Dd2 growth: 68; KDM4C inh: 1.2; T cruzi growth: 14

Results for CC(C)C#Cc1ccc2c(c1)O[C@H](CN(C)Cc1ccccc1)[C@@H](C)CN([C@@H](C)CO)S2(=O)=O ?
C diff HTS: 14; Pf Dd2 growth: -70; KDM4C inh: -0.5; T cruzi growth: 106*

What do the screens show for `C[C@@H]1CN([C@@H](C)CO)C(=O)c2cccc(NC(=O)Nc3ccc(C(F)(F)F)cc3)c2O[C@@H]1CN(C)Cc1ccccc1`?
C diff HTS: -98*; Pf Dd2 growth: -26; KDM4C inh: 2.1; T cruzi growth: 29

How did CO[C@H]1CC[C@H]2CCN(C)C(=O)CCCN(C)C(=O)c3cccc(C#N)c3OC[C@@H]1O2 do in these assays?
C diff HTS: 2; KDM4C inh: -0.1; T cruzi growth: 14

Results for COc1ccccc1S(=O)(=O)N[C@H]1CC[C@@H](CC(=O)NCc2cc(F)cc(F)c2)O[C@@H]1CO ?
C diff HTS: -9; Pf Dd2 growth: -9; KDM4C inh: 0.3

How did COc1ccc2c3c([nH]c2c1)[C@@H](CO)N(C(=O)C1CCCCC1)CC31CCN(Cc2nccs2)CC1 do in these assays?
C diff HTS: -4; Pf Dd2 growth: -87*; KDM4C inh: 1.4

Results for C[C@@H]1CN([C@@H](C)CO)C(=O)c2cc(C3=CCCCC3)cnc2O[C@@H]1CN(C)C(=O)NC1CCCC1 ?
C diff HTS: 6; Pf Dd2 growth: 15; KDM4C inh: 0.4

How did CCCC#Cc1cnc2c(c1)C(=O)N([C@H](C)CO)C[C@H](C)[C@H](CN(C)S(C)(=O)=O)O2 do in these assays?
C diff HTS: 1; Pf Dd2 growth: 9; KDM4C inh: 0.7; T cruzi growth: 27

What do the screens show for `C[C@@H]1CN([C@H](C)CO)C(=O)c2cc(NS(=O)(=O)c3ccc(F)cc3)ccc2O[C@@H]1CN(C)S(=O)(=O)c1cccs1`?
C diff HTS: -6; Pf Dd2 growth: 7; KDM4C inh: -0.5; T cruzi growth: 23

Results for CN1c2ccc(Br)cc2[C@H]2[C@H](CCN2C(=O)C2CCCC2)[C@@H]1CO ?
C diff HTS: 2; Pf Dd2 growth: -36; KDM4C inh: 2.2

What do the screens show for `C[C@H](CO)N1C[C@H](C)[C@@H](CN(C)C(=O)Nc2ccc(F)cc2)Oc2ccc(NC(=O)Cc3ccccc3)cc2CC1=O`?
C diff HTS: 20&-10; Pf Dd2 growth: -3; KDM4C inh: -0.9

How did Cc1nn(C)cc1NC(=O)C[C@@H]1CC[C@H]2[C@H](COc3ccc(NC(=O)NC(C)C)cc3C(=O)N2C)O1 do in these assays?
C diff HTS: -2; Pf Dd2 growth: -61; KDM4C inh: 4.4; T cruzi growth: 15

What do the screens show for `O=C(C[C@@H]1CC[C@H]2NC[C@H](O)COC[C@@H]2O1)NCCc1ccncc1`?
C diff HTS: -5&-6; KDM4C inh: 0.7; T cruzi growth: 42

Continued, overlapping the part above by 3 compounds.
What do the screens show for `C[C@H](CO)N1C[C@H](C)[C@@H](CN(C)C(=O)Nc2ccc(F)cc2)Oc2ccc(NC(=O)Cc3ccccc3)cc2CC1=O`?
C diff HTS: 20&-10; Pf Dd2 growth: -3; KDM4C inh: -0.9

How did Cc1nn(C)cc1NC(=O)C[C@@H]1CC[C@H]2[C@H](COc3ccc(NC(=O)NC(C)C)cc3C(=O)N2C)O1 do in these assays?
C diff HTS: -2; Pf Dd2 growth: -61; KDM4C inh: 4.4; T cruzi growth: 15

What do the screens show for `O=C(C[C@@H]1CC[C@H]2NC[C@H](O)COC[C@@H]2O1)NCCc1ccncc1`?
C diff HTS: -5&-6; KDM4C inh: 0.7; T cruzi growth: 42

Results for CN(C)C(=O)[C@@H]1[C@@H](CO)[C@@H]2Cn3c(cccc3=O)[C@@H]2N1C(=O)NC1CCCC1 ?
C diff HTS: 5; Pf Dd2 growth: 40; KDM4C inh: -0.8

Results for C[C@H]1CN([C@@H](C)CO)C(=O)c2cc(NS(=O)(=O)c3ccc(Cl)cc3)ccc2O[C@@H]1CN(C)S(=O)(=O)c1cccs1 ?
C diff HTS: -4; Pf Dd2 growth: -2; KDM4C inh: -0.1; T cruzi growth: 27

Results for O=C(C[C@H]1CC[C@H]2[C@@H](COC[C@@H](O)CN2C(=O)Nc2ccc(F)cc2)O1)NCCCN1CCOCC1 ?
C diff HTS: 0&-1; Pf Dd2 growth: 4; KDM4C inh: 0.1; T cruzi growth: -119

What do the screens show for `C[C@H]1CN([C@@H](C)CO)S(=O)(=O)c2ccc(C#CCN(C)C)cc2O[C@H]1CN(C)C(=O)C1CCC1`?
C diff HTS: 1; Pf Dd2 growth: -7; KDM4C inh: 6.5; T cruzi growth: 105*

What do the screens show for `CO[C@@H]1CN(C)C(=O)c2cc(NC(=O)c3cc(C)on3)ccc2OC[C@@H](C)N(C(C)=O)C[C@@H]1C`?
C diff HTS: 0; Pf Dd2 growth: 32; KDM4C inh: 0.7; T cruzi growth: -55

How did CC(=O)N(C)C[C@@H]1Oc2cc(C#Cc3cccc(F)c3)ccc2S(=O)(=O)N([C@@H](C)CO)C[C@H]1C do in these assays?
C diff HTS: 24; Pf Dd2 growth: -59; KDM4C inh: 1.4; T cruzi growth: 9

Results for CCCN1[C@@H]2Cn3c(ccc(-c4cccc(F)c4)c3=O)[C@H]1[C@@H](C(=O)N(C)C)[C@@H]2CO ?
C diff HTS: -14; Pf Dd2 growth: 6; KDM4C inh: -0.8

What do the screens show for `CN(C)CC(=O)Nc1ccc2c(c1)[C@@H]1C[C@@H](CC(=O)NCc3ccncc3)O[C@H](CO)[C@@H]1O2`?
C diff HTS: 0; Pf Dd2 growth: 8; KDM4C inh: 2.6; T cruzi growth: -39

What do the screens show for `O=C(C[C@H]1C=C[C@@H](NC(=O)Nc2ccc3c(c2)OCO3)[C@@H](CO)O1)NCc1ccc2c(c1)OCO2`?
C diff HTS: 6; Pf Dd2 growth: 8; KDM4C inh: -1.8

Results for COc1ccccc1S(=O)(=O)N[C@H]1CC[C@H](CCNC(=O)C2CCCC2)O[C@H]1CO ?
C diff HTS: -2; Pf Dd2 growth: -9; KDM4C inh: 50*

What do the screens show for `CCCNC(=O)Nc1ccc2c(c1)OC[C@H](C)N(C(=O)C1CCOCC1)C[C@H](C)[C@@H](OC)CN(C)C2=O`?
Pf Dd2 growth: 20; KDM4C inh: 3.0; T cruzi growth: 27

How did COc1ccccc1C#Cc1ccc2c(c1)O[C@H](CN(C)Cc1cccnc1)[C@@H](C)CN([C@H](C)CO)S2(=O)=O do in these assays?
C diff HTS: 3; Pf Dd2 growth: -40; KDM4C inh: -1.4

Structural class: those above containing two or more sulfur atoms.
What do the screens show for `Cc1noc(C)c1S(=O)(=O)Nc1ccc2c(c1)C(=O)N([C@@H](C)CO)C[C@H](C)[C@@H](CN(C)S(=O)(=O)c1cn(C)cn1)OCCCC[C@H](C)O2`?
C diff HTS: 0; Pf Dd2 growth: 3; KDM4C inh: -0.7; T cruzi growth: -11

What do the screens show for `C[C@@H]1CN([C@H](C)CO)C(=O)c2cc(NS(=O)(=O)c3ccc(F)cc3)ccc2O[C@@H]1CN(C)S(=O)(=O)c1cccs1`?
C diff HTS: -6; Pf Dd2 growth: 7; KDM4C inh: -0.5; T cruzi growth: 23

Results for C[C@H]1CN([C@@H](C)CO)C(=O)c2cc(NS(=O)(=O)c3ccc(Cl)cc3)ccc2O[C@@H]1CN(C)S(=O)(=O)c1cccs1 ?
C diff HTS: -4; Pf Dd2 growth: -2; KDM4C inh: -0.1; T cruzi growth: 27

Following part:
What do the screens show for `CCS(=O)(=O)N1CC(=O)N2[C@H](C1)[C@@H](c1ccc(C#Cc3cccc(F)c3)cc1)[C@@H]2CO`?
C diff HTS: -9; Pf Dd2 growth: -32; KDM4C inh: 0.3

What do the screens show for `C[C@H](CO)N1C[C@H](C)[C@@H](CN(C)S(=O)(=O)c2cn(C)cn2)Oc2c(NC(=O)Nc3ccc4c(c3)OCO4)cccc2C1=O`?
C diff HTS: -3; Pf Dd2 growth: -3; KDM4C inh: 0.9; T cruzi growth: -140

How did C[C@@H]1CN([C@H](C)CO)C(=O)c2cccc(NS(C)(=O)=O)c2O[C@H]1CN(C)Cc1ccccc1 do in these assays?
C diff HTS: -1; Pf Dd2 growth: -17; KDM4C inh: -4.7; T cruzi growth: 25

What do the screens show for `Cc1ccc(S(=O)(=O)N(C)C[C@@H]2Oc3ncc(C#Cc4ccc(F)cc4)cc3C(=O)N([C@H](C)CO)C[C@@H]2C)cc1`?
C diff HTS: 6; Pf Dd2 growth: -47; KDM4C inh: -2.9; T cruzi growth: -9

What do the screens show for `COc1ccc(CN(C)C[C@@H]2Oc3ccc(NS(=O)(=O)c4ccc(Cl)cc4)cc3CC(=O)N([C@H](C)CO)C[C@@H]2C)cc1`?
C diff HTS: -28; Pf Dd2 growth: -62; KDM4C inh: -0.2; T cruzi growth: 64

What do the screens show for `C[C@@H]1CN([C@@H](C)CO)C(=O)c2cc(NS(=O)(=O)c3cn(C)cn3)ccc2O[C@H]1CN(C)CC1CC1`?
C diff HTS: 1; Pf Dd2 growth: 13; KDM4C inh: 2.9; T cruzi growth: -39

What do the screens show for `O=C(C[C@H]1C[C@H]2c3cc(NS(=O)(=O)c4ccc(F)cc4)ccc3O[C@H]2[C@@H](CO)O1)NCc1ccncc1`?
C diff HTS: 0; Pf Dd2 growth: 5; KDM4C inh: 1.0; T cruzi growth: -46

What do the screens show for `CC(C)NC(=O)N(C)C[C@H]1Oc2ccc(NC(=O)CCCCCC(=O)Nc3ccccc3N)cc2CC(=O)N([C@@H](C)CO)C[C@@H]1C`?
C diff HTS: -4; Pf Dd2 growth: 5; KDM4C inh: 3.5; T cruzi growth: 6

How did C[C@H](CO)N1C[C@H](C)[C@H](CN(C)CC2CCCCC2)Oc2c(NS(=O)(=O)c3ccc(F)cc3)cccc2C1=O do in these assays?
C diff HTS: 2; Pf Dd2 growth: -14; KDM4C inh: 7.4

How did COc1ccc2c3c([nH]c2c1)[C@H](CO)N(C(=O)Nc1ccc(F)cc1)CC31CN(Cc2ccc(F)cc2)C1 do in these assays?
C diff HTS: 1; Pf Dd2 growth: -82*; KDM4C inh: -4.6

Results for O=C(Nc1ccc2c(c1)[C@H]1C[C@H](CC(=O)N3CCOCC3)O[C@@H](CO)[C@H]1O2)C1CCOCC1 ?
Pf Dd2 growth: 12; KDM4C inh: 0.2; T cruzi growth: -8

An unsorted share of the library; about 7.2% have a hit in one of these screens.
